# Bioassay records (PubChem BioAssay)
# CR mimetic SO = caloric restriction mimetics inhibiting age-related superoxide in yeast; 330,000 compounds, 0.18% hits; S. cerevisiae aged cells, superoxide DHE fluorescence; hits give low values; superoxide response (% of plate mean), % at 10 µM;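 active = superoxide response under a set limit, about three screen SD below normal, cut at about 65% in these data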;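 also: yeast aged for seven days with compound at 30 °C before DHE staining; 100% = average MFI of all compound-treated wells on the plate with controls excluded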
# MCL1 BIM primary = MCL1-BIM-BH3 interaction inhibition (human); GST-MCL1 / FITC-Bim-BH3 fluorescence polarization; inhibition, % at 10.9 µM; 320,000 compounds, 0.68% hits;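 active = inhibition above the mean inhibition of all tested compounds plus 3 SD, set per campaign, cut at about 40% in these data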;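 also: 0% = DMSO wells and 100% = unlabeled Bim-BH3 peptide control; higher means more loss of mP so more displacement of Bim peptide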
# Target sequence (Q07820 whole entry, looked up): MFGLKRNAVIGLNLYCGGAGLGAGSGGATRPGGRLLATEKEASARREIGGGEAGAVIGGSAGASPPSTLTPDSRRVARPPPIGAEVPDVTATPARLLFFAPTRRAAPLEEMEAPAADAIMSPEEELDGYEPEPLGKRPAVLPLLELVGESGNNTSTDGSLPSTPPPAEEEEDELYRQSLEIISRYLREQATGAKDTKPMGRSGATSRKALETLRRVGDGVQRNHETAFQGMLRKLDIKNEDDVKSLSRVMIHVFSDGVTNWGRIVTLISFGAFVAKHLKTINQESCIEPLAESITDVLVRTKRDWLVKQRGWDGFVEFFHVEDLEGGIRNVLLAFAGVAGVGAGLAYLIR
# ZTA counter = counter-screen for EBNA-1 inhibitors: inhibitors of Epstein-Barr virus ZTA; P03206; ZTA-DNA binding, fluorescence polarization; 320,000 compounds, 0.15% hits; inhibition, % at 11 µM; in the data active = inhibition above about 33%
# Fam108B inh = blocks mouse Fam108B hydrolase in RBBP9 counter-screen; recombinant Fam108B, FP-Rh probe fluorescence polarization; inhibition, % at 9.51 µM; 300,000 compounds, 0.33% hits; AID 1947;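 active = inhibition above the screen mean inhibition plus 3 SD, computed separately per campaign, cut at about 18% in these data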;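 also: inhibitors lower polarization as less probe binds the enzyme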
# GLD-1 RNA inh = GLD-1-TGE RNA interaction inhibition (C. elegans); Q17339; purified GLD-1 + fluorescein TGE RNA, fluorescence polarization; inhibition, % at 5.96 µM; 320,000 compounds, 0.44% hits; AID 2280;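 active = percent inhibition above a per-plate cutoff, the plate mean of test compounds plus 3 SD, cut at about 30% in these data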;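 also: 0% = DMSO wells with GLD-1 and probe and 100% = wells lacking GLD-1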
# Target sequence (Q17339 whole entry, looked up): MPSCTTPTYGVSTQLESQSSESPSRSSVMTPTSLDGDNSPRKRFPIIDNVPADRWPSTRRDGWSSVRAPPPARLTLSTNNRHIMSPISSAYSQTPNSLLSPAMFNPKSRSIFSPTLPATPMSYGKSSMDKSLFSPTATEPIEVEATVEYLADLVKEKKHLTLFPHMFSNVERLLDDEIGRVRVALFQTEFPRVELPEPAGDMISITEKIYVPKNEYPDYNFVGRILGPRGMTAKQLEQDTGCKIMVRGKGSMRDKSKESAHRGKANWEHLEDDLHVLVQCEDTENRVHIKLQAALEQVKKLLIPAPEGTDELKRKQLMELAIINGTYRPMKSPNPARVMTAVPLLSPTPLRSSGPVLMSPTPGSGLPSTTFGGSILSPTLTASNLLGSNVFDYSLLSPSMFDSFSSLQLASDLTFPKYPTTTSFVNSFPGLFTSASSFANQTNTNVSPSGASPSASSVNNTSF
# Efflux pump mplx = antifungal efflux pump inhibition, Nile Red retention. inhibition, % at 10 µM. S. cerevisiae Candida pump triplex. 330,000 compounds, 0.44% hits;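 active = plate passing quality check with inhibition over a set limit, or well fluorescence over plate mean plus 4 SD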;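 also: Nile Red retained in pooled yeast measured as flow cytometry median fluorescence; 0% = buffer negative control and 100% = Enniatin B positive control; higher means more Nile Red kept so more efflux inhibition; some compounds called inactive have numbers as strong as hits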
# EBNA-1 inh = blocks EBNA-1 binding to DNA. EBNA-1 DNA binding, fluorescence polarization. 300,000 compounds, 0.34% hits. AID 1950. inhibition, % at 14.8 µM; in the data active = inhibition above about 28%
# Bcl-xL primary = blocks human Bcl-xL binding to Bim BH3 peptide; GST-Bcl-xL / FITC-Bim BH3 peptide fluorescence polarization; inhibition, % at 10.9 µM; 320,000 compounds, 0.7% hits;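 active = inhibition above the mean of all tested compounds plus 3 SD, cutoff set per campaign, cut at about 30% in these data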;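 also: 0% = DMSO wells and 100% = unlabeled Bim-BH3 peptide competitor; inhibitors lower millipolarization by displacing the labeled peptide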
# Target sequence (Q07817 whole entry, looked up): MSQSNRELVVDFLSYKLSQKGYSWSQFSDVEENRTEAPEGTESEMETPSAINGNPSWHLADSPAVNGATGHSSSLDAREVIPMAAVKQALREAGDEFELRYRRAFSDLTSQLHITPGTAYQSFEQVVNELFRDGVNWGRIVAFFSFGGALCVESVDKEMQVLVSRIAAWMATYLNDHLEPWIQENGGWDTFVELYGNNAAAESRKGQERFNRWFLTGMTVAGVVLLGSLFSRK
# MEX-5 binding = C. elegans MEX-5 TCR-2 RNA binding activity; Q9XUB2; MEX-5/FITC-TCR2 RNA binding, fluorescence polarization; hits give low values; activity score (negative = inhibition of binding), % at 10 µM; 300,000 compounds, 0.38% hits;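 active = inhibition past about -25% in most replicates, and total fluorescence under double the plate's negative control median, limit read from the data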;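 also: 0% = DMSO and -100% = 5 µM competing unlabeled TCR2 RNA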
# An asterisk follows results filed as active; nt = no result given.
SMILES,CR mimetic SO,MCL1 BIM primary,ZTA counter,Fam108B inh,GLD-1 RNA inh,Efflux pump mplx,EBNA-1 inh,Bcl-xL primary,MEX-5 binding
Cc1ccc(NC(=O)NC2CCCCC2)c(C)c1,88,9,6,-2,7,0.1,2,7,2.2
Cc1cc(C)c(C(=O)COC(=O)c2nn(C)c(=O)c3ccccc23)cc1C,93,-1,1,nt,0,0.0,nt,0,nt
COc1ccccc1C(=O)Nc1ccc2c(c1)nc1n2CCSC1,86,1,8,2,4,-0.1,17,-1,nt
COCCCNc1nc2nonc2nc1NCCSC,91,-2,-6,1,0,0.1,15,0,2.7
COCC(C)n1c(SCC(=O)NC(=O)Cc2ccccc2)nc2ccccc2c1=O (configuration not stated),86,6,-13,nt,6,-0.2,nt,5,nt
NS(=O)(=O)c1ccc(NC(=S)Nc2ccc(OCc3ccccc3)cc2)cc1,108,2,0,-3,0,0.1,3,1,-1.9
O=[N+]([O-])c1ccc(N2CCN(Cc3ccccc3)CC2)nc1,100,8,3,3,6,0.2,7,5,1.5
CCCCCCCCOC(=O)C1=C(C)Nc2nnnn2C1c1cccs1 (configuration not stated),102,-3,-19,-12,14,-0.1,6,-1,2.3
CCc1ccc(NC(=O)c2cc(S(=O)(=O)N3CCc4ccccc43)cn2C)cc1,91,-4,15,-23,4,0.0,16,5,0.0
O=C(c1ccc(NS(=O)(=O)c2ccc(F)cc2)cc1)N1CCC1,109,-2,0,-4,6,0.8,-6,2,-0.8
Cc1ccc(OCCCCN2CCC(C)CC2)c(Br)c1,81,13,6,6,5,0.5,0,4,0.9
CSCCCNC(=O)c1ccc(OC2CCN(C(=O)c3cccnc3)CC2)cc1,87,2,1,1,0,0.1,3,3,0.9
CCC(C)NC(=O)c1ccc(CS(=O)(=O)c2ccc(OC)cc2)o1 (configuration not stated),91,-2,1,0,6,-0.1,0,2,0.9
COc1cc(C(=O)NCC(=O)OCC(=O)Nc2nnc(-c3ccccc3)o2)cc(OC)c1OC,92,1,-4,-3,-2,-0.1,-10,1,-1.8
O=C(CCC(=O)N1CCN(c2cccc(Cl)c2)CC1)c1cccs1,96,3,-35,3,0,0.0,-12,0,-0.1
CS(=O)(=O)N(CCc1ccccc1)CC(=O)NCC1CCCO1 (configuration not stated),91,-2,-6,4,-1,-0.1,-4,2,0.0
Cc1ccc(NC(=O)COC(=O)C2CC(=O)N(Cc3ccccc3)C2)cc1S(=O)(=O)N(C)C (configuration not stated),107,-4,-5,3,-3,1.1,-4,-2,-0.5
O=C(CSc1ccc2nnc(-c3ccncc3)n2n1)NCc1ccco1,94,6,18,4,6,-0.1,2,5,0.5
O=C1C=CC(=O)N1Cc1ccccc1,97,9,-1,-5,8,0.1,-3,10,-1.2
C/C(=N\NC(=O)c1nc2ccccn2c1C)c1cc2ccccc2o1,94,-8,-6,1,1,0.2,3,-5,-8.1
Cn1c(N)c(C(=O)COC(=O)CCc2ccccc2)c(=O)n(C)c1=O,118,-1,-9,2,3,-0.2,6,1,-10
CC(C)(C)OC(=O)N1CCC(C(=O)NNC(=O)c2ccc(Cl)cc2Cl)CC1,95,-2,-7,-1,2,0.0,9,8,0.1
CN(CCC#N)C(=O)c1ccc(CNS(=O)(=O)c2ccc(F)cc2)cc1,91,-6,6,2,5,0.1,9,12,-1.5
COc1cc(C(=O)NNC(=O)CN2C(=O)NC3(CCCC3)C2=O)cc(OC)c1OC,97,-1,7,nt,7,0.0,nt,4,nt
COc1ccc(S(=O)(=O)NC(C)C(=O)NCc2ccco2)cc1OC (configuration not stated),92,-2,-2,0,-1,0.0,2,4,0.3
O=C(NCC1CCCO1)c1ccccc1OCc1ccc(F)cc1 (configuration not stated),106,0,8,1,-1,0.1,-6,5,-0.2
Cc1cccc(C2=NOC(=O)/C2=C\c2ccccc2F)c1,93,6,-3,nt,-3,-0.2,nt,2,nt
CC(NC(=O)CCNC(=O)c1ccccc1Cl)c1ccc(-n2ccnc2)cc1 (configuration not stated),101,1,-24,-4,-1,0.1,0,-2,1.8
CCc1ccc(NC(=O)Cn2nnc(C(=O)NCCc3ccc(OC)c(OC)c3)c2N)cc1,102,6,6,1,4,-0.1,-4,8,-2.1
CCOc1cc(/C=C2/C(=O)ON=C2C)ccc1OCc1ccc(F)cc1,107,-2,35*,2,8,0.0,-4,10,33
COc1ccc(C2c3c(oc4ccccc4c3=O)C(=O)N2CCCN2CCOCC2)cc1 (configuration not stated),103,11,2,-3,0,0.0,8,12,1.6
CC1(C)C=Cc2c(ccc3c2OC[C@@H](c2ccc(O)cc2O)C3)O1,123,6,-13,-1,9,0.3,-7,6,0.4
Cc1ccc(CSc2nccc(-c3c(C)nc4ccccn34)n2)cc1,104,4,5,-11,-5,-0.1,0,4,0.5
O=c1[nH]c(C2CCN(S(=O)(=O)c3ccccc3F)CC2)nc2c1nnn2Cc1ccc(OC(F)(F)F)cc1,89,6,7,-8,5,0.0,-1,6,1.1
COc1cc(NC(=O)c2cc([N+](=O)[O-])ccc2Br)ccc1NC(=O)c1ccco1,100,4,12,1,3,0.0,11,7,0.7
CCNc1cc(S(=O)(=O)C(F)(F)F)ccc1N,99,-5,10,2,3,0.2,9,-2,-1.7
Cc1ccc(NC(=O)NC(=O)CSc2nnc(-c3ccc(OC(F)F)cc3)n2N)c(C)c1,106,0,21,8,9,-0.1,11,4,0.3
NC(=O)COc1ccc(-c2noc(COc3ccccc3[N+](=O)[O-])n2)cc1,90,3,1,-4,1,0.0,3,7,0.4
O=C(C/C=N\O)Nc1ccc(Oc2ccccc2)cc1,95,-1,19,5,-1,0.1,3,0,1.6
O=C(CCCc1c[nH]c2ccccc12)N1CCOCC1,96,7,3,-1,4,0.0,0,8,-2.3
Cc1ccc(C2OCC3(CO)COC(c4ccc(C)cc4)N23)cc1 (configuration not stated),112,7,-1,1,2,0.0,-10,4,2.4
COC(=O)CC1=NN(c2nc3ccccc3s2)C(=O)/C1=C/N(C)C,92,3,3,5,-2,0.0,10,1,0.8
Cc1ccc(NC(=O)[C@@H](NC(=O)c2cccc(S(=O)(=O)N3CCOCC3)c2)C(C)C)cc1C,91,-7,-11,2,3,1.1,-3,6,0.0
COc1ccc2[nH]c(=O)c(-c3noc(-c4ccc(F)cc4)n3)cc2c1,83,2,-4,-2,6,-0.2,8,6,2.2
CC(C)c1nnc(NC(=O)c2nc(S(=O)(=O)Cc3ccc(F)cc3)ncc2Cl)s1,73,12,2,-5,-1,-0.1,-7,3,-2.4
Cc1ccc(S(=O)(=O)N2C(=O)CCC2C(=O)NCc2ccco2)cc1 (configuration not stated),96,7,-5,2,0,0.1,2,3,0.8
COC(CNC(=O)c1ccc(CS(=O)(=O)c2ccc(C)cc2)o1)OC,98,1,-6,2,9,-0.1,-6,6,-3.3
COc1ccc(Nc2cc(=O)n(C3CCCCC3)c(=O)[nH]2)c(OC)c1,106,-3,1,0,10,0.0,0,1,-0.8

# Next part (2 carried over from the part before).
SMILES,CR mimetic SO,MCL1 BIM primary,ZTA counter,Fam108B inh,GLD-1 RNA inh,Efflux pump mplx,EBNA-1 inh,Bcl-xL primary,MEX-5 binding
COC(CNC(=O)c1ccc(CS(=O)(=O)c2ccc(C)cc2)o1)OC,98,1,-6,2,9,-0.1,-6,6,-3.3
COc1ccc(Nc2cc(=O)n(C3CCCCC3)c(=O)[nH]2)c(OC)c1,106,-3,1,0,10,0.0,0,1,-0.8
CSc1c(SCc2ccccc2)cnn(-c2ccccc2)c1=O,95,3,-14,-4,-3,-0.4,4,10,-1.5
O=C(c1cc(COc2ccc3ncccc3c2)on1)N1CCC(O)CC1,100,5,11,1,5,-0.2,4,4,-0.3
Cn1nc2c3ccccc3n(Cc3ccc(F)cc3)c2nc1=S,92,-2,6,1,7,0.0,-3,4,0.7
CCc1nnc(NC(=O)CSc2ccc(-c3nc4ccc(C)cc4[nH]3)cn2)s1,94,-5,-6,-14,2,-0.3,45*,2,-1.8
CCN(C(=O)CN1CCOCC1)C1(C)C(=O)c2ccccc2C1=O,83,-4,-3,8,12,0.1,4,3,2.0
Cc1ccsc1C(=CCCN1CCC[C@@H](C(=O)O)C1)c1sccc1C,102,4,1,-1,3,-0.1,3,3,0.5
O=C(O)c1cccc(S(=O)(=O)NCCC(c2ccccc2)c2ccccc2)c1,104,-1,4,2,1,0.1,-3,1,-0.5
CCOP(=O)(OCC)c1nc(-c2ccccc2Cl)oc1N1CCOCC1,75,1,2,-2,-2,-0.1,14,5,0.0
COc1ccc(C(C)=O)cc1CN1C(=O)NC2(CCCCCCC2)C1=O,95,1,3,-2,5,0.0,5,-1,0.5
CCN(CC)CCOC(=O)C12CC3CC(CC(C3)C1)C2,95,-1,-13,0,-1,-0.1,-5,0,-2.6
CN(C)/C=C/C(=O)c1ccc(Oc2ncccn2)cc1,93,3,-2,1,-6,-0.1,1,5,-2.8
Cc1nc(SC(C)C(=O)NCC2CCCO2)c2cc(-c3ccccc3)sc2n1 (configuration not stated),112,7,1,-2,-9,0.3,-1,5,-0.9
N=C1C(c2nc(-c3ccc(Cl)cc3)cs2)=C(O)CN1CCCN1CCOCC1,106,-1,2,6,9,0.0,13,2,-3.2
CCN(c1ccccc1)S(=O)(=O)c1ccc(Oc2ccc(C(C)=O)cc2OC)nc1,86,5,-5,nt,2,0.0,nt,5,nt
Cc1[nH]c2ccccc2c1C(=O)NS(=O)(=O)Nc1ccccc1,89,-1,-11,-1,-2,-0.1,-4,5,2.9
CN(CC(=O)NCc1ccccc1Cl)CC(=O)Nc1cccc(F)c1,94,0,12,-2,4,-0.1,3,5,-1.1
Clc1ccc(OCCSc2ncccn2)c2ccccc12,91,6,-10,1,2,-0.2,5,5,0.5
O=C(COC(=O)C1CCN(S(=O)(=O)c2ccccc2)CC1)NC(=O)c1ccc(OC(F)F)cc1,97,-4,4,0,-1,0.0,14,1,-1.4
CCOc1c(Cl)cc(C2NC(=O)NC(C)=C2C(=O)NCc2ccccc2)cc1OC (configuration not stated),95,-1,7,0,3,-0.2,6,0,1.0
CCN(CC(=O)NC1CCS(=O)(=O)C1)C(C)C(=O)Nc1ccc(F)cc1 (configuration not stated),100,-18,7,nt,3,-0.1,nt,-9,nt
CCC(C)Sc1ccc([C@@H]2[C@@H]3C(=O)N(C)C(=O)[C@@H]3[C@]3(C(=O)OC)CCCCN23)cc1OC (some centres not stated),104,1,5,-2,0,0.2,-5,0,-0.7
Cc1ccc(-c2nnn(CCC(=O)Nc3ccc4c(c3)OCO4)n2)cc1,95,-2,-10,3,5,-0.1,8,6,-2.3
COc1cccc(NC(=O)CNC(=O)c2ccc(C)o2)c1,92,4,6,0,3,0.1,2,0,-1.8
CN1C(=O)S/C(=C\c2ccc(-n3cncn3)cc2)C1=O,79,-18,-1,2,6,-0.1,6,-3,0.7
COc1ccccc1CNC(=O)c1cccc(NC(=O)c2ccccc2)c1,97,18,-21,-7,9,-0.1,9,8,2.0
Cc1ccccc1C(=O)Nc1ccc(Cl)cn1,93,3,3,-1,2,0.2,14,4,1.5
Cc1ncsc1C(=O)Nc1cccc(C(F)(F)F)c1,89,1,21,-2,-5,0.1,10,3,1.2
O=C(O)COc1ccc(/C=C2/SC(=S)N(Cc3ccccc3)C2=O)cc1,108,39,25,-4,6,0.4,10,16,-3.3
Cc1cc(C)c(NC(=O)CN(C)C(=O)C2CC(=O)N(c3cccc4ccccc34)C2)c(C)c1 (configuration not stated),90,4,1,nt,6,0.2,nt,10,nt
